TCR act: T cell receptor activation; 330,000 tested, under 10 active; AID 504894; Potency, µM (top dose mostly 9.22 µM), for the others: at the highest dose activation of IL-2 secretion, hits mostly activators; primary human leukocytes, anti-CD3, IL-2 HTRF, 48 h; also: % of control where 0% means no effect
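Primary human leukocytes receive a-CD3 beads and test compound and are incubated 48 hr. Secreted IL-2 is then assayed by HTRF, measuring 665nm acceptor emission after 320nm excitation of the europium donor.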
TRPV1 agonist: human TRPV1 agonism | TRPV1-expressing cells, Fluo-8 calcium influx, agonist mode | activation, % at 8.33 µM | 320,000 tested, 0.19% active | Q8NER1; in the data active = activation above about 80%; inconclusive = between about 30% and that limit; also: 0% is about no effect
Target sequence (Q8NER1 whole entry, looked up): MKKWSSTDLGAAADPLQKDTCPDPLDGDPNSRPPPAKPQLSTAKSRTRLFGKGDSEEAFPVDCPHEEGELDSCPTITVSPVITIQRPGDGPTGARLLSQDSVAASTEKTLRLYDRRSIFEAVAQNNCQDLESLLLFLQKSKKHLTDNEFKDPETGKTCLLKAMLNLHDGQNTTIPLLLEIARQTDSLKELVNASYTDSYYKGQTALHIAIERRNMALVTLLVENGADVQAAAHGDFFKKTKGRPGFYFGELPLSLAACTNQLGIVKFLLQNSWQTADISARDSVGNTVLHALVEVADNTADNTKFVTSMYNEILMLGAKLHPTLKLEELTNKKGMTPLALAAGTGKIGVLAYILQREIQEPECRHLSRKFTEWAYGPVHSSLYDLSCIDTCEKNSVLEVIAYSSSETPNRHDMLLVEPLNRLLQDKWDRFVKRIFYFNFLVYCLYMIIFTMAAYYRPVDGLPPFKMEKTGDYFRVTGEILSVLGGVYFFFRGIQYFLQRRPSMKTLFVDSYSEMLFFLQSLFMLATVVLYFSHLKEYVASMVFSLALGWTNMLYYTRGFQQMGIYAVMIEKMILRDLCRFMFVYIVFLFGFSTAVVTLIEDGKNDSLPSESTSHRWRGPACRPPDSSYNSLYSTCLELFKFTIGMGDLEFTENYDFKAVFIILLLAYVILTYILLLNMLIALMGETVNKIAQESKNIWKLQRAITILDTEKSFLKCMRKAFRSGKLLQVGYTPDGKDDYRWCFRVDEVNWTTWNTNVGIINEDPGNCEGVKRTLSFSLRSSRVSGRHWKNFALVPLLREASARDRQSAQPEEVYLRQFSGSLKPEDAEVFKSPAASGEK
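TRPV1-expressing cells were cultured overnight at 35.5C and loaded with Fluo-8 calcium dye for 40 to 90 min at room temperature. After a 10 s baseline, compound was added and calcium influx was read kinetically for 3 min (ex 480/em 520 nm).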
TSHR antagonist: antagonists of human thyroid stimulating hormone receptor | TSHR-expressing cells, TSH-stimulated cAMP HTRF, 2 h; active compounds read low | activity change, negative = inhibition, % at 11.5 µM | 330,000 tested, 0.2% active;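 active = activity change below a set negative limit, meaning inhibition stronger than a set level, cut at about -70% in these data; inconclusive = activity change between two set negative limits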; also: % is scaled to controls: 0 for no effect and ±100 for the full control effect
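Freshly harvested TSHR cells receive pin-tooled compound, then EC80 TSH at 4nM final. After 2 hours at 37 deg C, antibody in lysis buffer and cAMP-d2 are added; 30 minutes at ambient temperature precede the HTRF read.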
KCNH2 WT inh: blocks the wildtype human KCNH2 potassium channel | AID 720551 | U2OS, BacMam KCNH2, thallium flux FluxOr; active compounds read low | activity change, % at 1.84 µM | 340,000 tested, 0.37% active;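 active = maximum activity change below -70%; inconclusive = maximum activity change between -70% and -50%; inactive = maximum activity change above -50%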; also: % is scaled to controls: 0 for no effect and ±100 for the full control effect
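U2OS cells were transduced with wild-type KCNH2 virus (2.03 x 10^8 / mL) for 4 h at room temperature, then cultured overnight at 37 C. Thallium flux was read with FluxOr dye. Rate constants were normalized to DMSO controls.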
A-T KAP1 phos: potential ataxia-telangiectasia treatments restoring KAP-1 phosphorylation. […] A-T fibroblasts, KAP-1 phosphorylation AlphaLISA; neocarzinostatin DNA damage 30 min before lysis. Potency, µM (series often up to 57.5 µM), for inactives: at the highest dose activation, most hits filed as activators. 320,000 tested, 0.19% active. AID 485349; also: potency is read from the fitted curve at half-maximal effect; % of control where 0% means no effect; nearly all actives have a fitted effect of over 45% in size
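ATM-like activity read as KAP-1 phosphorylation via AlphaLISA donor/acceptor antibody pairs after lysis and 6 hr at 25C. Cells were ATM-null patient fibroblasts ([…], hTERT), dosed 60 min, then exposed to the DSB inducer NCS for 30 min.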
USP2a block: inhibitors of human ubiquitin-specific protease USP2a | O75604 | USP2 core, Ub-CHOP2 coupled fluorogenic reporter, 485/531 | Potency, µM (titrated, usually from 38.3 µM), for inactives: at the highest dose activity change, negative = inhibition, usual class: inhibitors | 330,000 tested, 0.01% active | AID 463254;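 also: potency is read from the fitted curve at half-maximal effect; plate controls were DMSO wells for no effect and full inhibition by NEM control for full effect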
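Cell-free coupled assay: 10nM USP2 core preincubated 30min RT with compound in Tris-HCl pH 8.0/CaCl2/CHAPS buffer, then 25nM Ub-CHOP2 and 25nM reporter substrate; fluorescence (Ex 485/Em 531) read after 60min RT, normalized to NEM inhibition, concentration-response curves fitted.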
Eya2 phos inh: Eya2 (human) phosphatase inhibition | O00167 | recombinant Eya2, OMFP fluorescence dephosphorylation (OMFP is methylfluorescein phosphate) | Potency, µM (series often up to 76.9 µM), inactives show at the highest dose activity, negative = inhibition, usual class: inhibitors | 330,000 tested, 0.006% active | AID 488837; also: potency is read from the fitted curve at half-maximal effect; % is scaled to controls: 0 for no effect and ±100 for the full control effect
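Eya2 protein (added as 0.2 uM solution) was preincubated with compound for 10 min at ambient temperature in 50 mM HEPES pH 7.5, 50 mM NaCl, 5 uM MgCl2, 0.05% BSA, 1 mM DTT. OMFP (added at 50 uM) then reacted 10 min; fluorescence read at 485/525 nm.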
KCNH2 3.1 block: blocks the human KCNH2 3.1 channel isoform | U2OS KCNH2 3.1, thallium flux FluxOr; active compounds read low | activity change, % (tested at about 1.8 µM) | 340,000 tested, 0.95% active | AID 720553;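 active = maximum activity change below -70%; inconclusive = maximum activity change from -70% to -50%; inactive = maximum activity change above -50%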;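 also: thallium influx rate constant from kinetic fluorescence after stimulation buffer; % is scaled to controls: 0 for no effect and ±100 for the full control effect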
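Channel expression came from 3.1 mutant virus (1.77 x 10^8 /mL) applied to suspended U2OS cells for 4 h. Flux was tracked with FluxOr dye plus Red40 quencher, and kinetic rate constants normalized to controls.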
ELG1 repair inh: inhibitors of ELG1-dependent DNA repair in HEK293T cells; 330,000 tested, 2.3% active; HEK293T ELG1-luciferase reporter, luminescence, 16 h; DNA damage induced by 5-fluorouridine; AID 504467; Potency, µM (titrated, usually from 46.1 µM), for inactives: at the highest dose activity change, negative = inhibition, usual class: inhibitors; also: potency is read from the fitted curve at half-maximal effect; % is scaled to controls: 0 for no effect and ±100 for the full control effect; nearly all actives have a fitted effect of over 55% in size
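In this reporter screen, reduction of luminescence relative to DMSO vehicle indicated activity. Compounds and 5-fluorouridine were added together to 2,000 cells per well, incubated for 16 hr at 37 °C, then developed with ONE-Glo.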
Mito fusion yeast: inhibitors of mitochondrial division or activators of mitochondrial fusion. S. cerevisiae fusion-defective mutant growth rescue, CellTiterGlo 48 h. 320,000 tested, 0.23% active. Potency, µM (titrated, usually from 46.1 µM), inactives show at the top dose growth rescue (activation), usual class: activators;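 also: potency is read from the fitted curve at half-maximal effect; % of control where 0% means no effect; nearly all actives have a fitted effect of over 45% in size; temperature-sensitive fusion mutants such as fzo1-1 at 37 °C on non-fermentable ethanol glycerol medium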
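Growth-rescue viability read-out: after 48 h at the non-permissive 37C in glycerol/ethanol YPEG, yeast mitochondrial fusion mutants are measured by CellTiterGlo luminescence; compounds (23 nl pinned per well) restoring growth score as division inhibitors or fusion activators.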
Active calls of the source: *; ? = inconclusive; . = not tested or not shown; [ ] = another dose, or the depositor's remark. Unless noted, calls follow the shape of the dose curve; as a rule, active = well fitted curve in the direction sought with a large enough effect; inconclusive = small, poorly fitted or top-dose-only effect, or another doubt; inactive = no such curve, though single readings can be large; an effect the other way counts as inactive or inconclusive. A portion of the library; rates above refer to the full screens.

SMILES	TCR act	TRPV1 agonist	TSHR antagonist	KCNH2 WT inh	A-T KAP1 phos	USP2a block	Eya2 phos inh	KCNH2 3.1 block	ELG1 repair inh	Mito fusion yeast
COc1cc(NC(=O)Cn2ncc3c2-c2ccccc2OC3)cc(OC)c1OC	-2%	.	-3	-4	6%	-2%	-9%	-10	-19%	1%
CCOc1cc(S(=O)(=O)N2CC=C(c3ccc(F)cc3)CC2)c(OCC)cc1-n1cnnn1	2%	4	-5	-102*	1%	0%	-14%	-82*	5.8µM*	-12%
CCOc1ccc(NC(=O)Cn2c(=O)n(CCCC(=O)NC3CCN(Cc4ccccc4)CC3)c(=O)c3ccccc32)cc1	-13%	3	4	7	4%	4%	-4%	-5	1%	0%
O=C(CSCC(=O)N1CCCCC1)Nc1nc(-c2cccs2)cs1	-10%	.	-25	-16	11%	-2%	5%	6	?	-6%
O=C(CSc1n[nH]c(-c2cccnc2)n1)Nc1ccccc1	-3%[46.1 µM]	-5	-2	0	-6%	0%	-3%	2	-15%	0%
CCOc1ccccc1N(CC(=O)Nc1ccc(S(=O)(=O)N2CCCC2)cc1)S(C)(=O)=O	2%	2	-2	-6	19%	2%	0%	6	-1%	1%
CSc1ccc(Cl)c(C(=O)OCC(=O)Nc2ccccc2OC(F)F)c1	1%[46.1 µM]	7	-7	0	3%	-15%	-7%	5	-12%	7%
CCOc1ccc(/C=N/n2c(COc3ccccc3)n[nH]c2=S)cc1OC	-4%	0	6	-5	2%	-1%	12%	-8	-30%	2%
O=C(O)C1C2CCC(O2)C1C(=O)NCCC1=CCCCC1 (configuration not stated)	-3%	2	0	5	12%	2%	13%	11	?	5%
O=C1CC(N2CCC(c3nc4ccccc4o3)CC2)C(=O)N1c1ccc(F)cc1 (configuration not stated)	-13%	-2	-10	.	0%	2%	-4%	58	-4%	-1%
NC(=S)N/N=C\c1c(OCc2ccccc2Cl)ccc2ccccc12	0%	-3	22	-3	2%	3%	-1%	-12	?	15%
CCOC(=O)Cn1c(=O)c(-c2ccccc2N)nc2ccccc21	6%	1	-6	0	-24%	0%	0%	-12	11%	-6%
O=S(=O)(Cc1ccccc1)N1CCN(C/C=C/c2ccccc2)CC1	-3%	-2	11	-11	.	0%	-1%	1	0%	2%
COC(=O)c1ccc(NC(=O)COc2ccc(N(C)S(=O)(=O)c3ccc(C)cc3)cc2)cc1	3%	-2	-37	36	-7%	-2%	-1%	-12	?	3%
CCOc1ccc(CN2CCN(Cc3c[nH]c4ccccc34)CC2)cc1	0%	-2	8	25	20%	-2%	-14%	?	13µM*	-7%
Cc1[nH]c2ccccc2c1C(=O)C(C)OC(=O)c1ccc(NC(=O)CC#N)cc1 (configuration not stated)	1%	1	7	-27	-4%	-1%	7%	-4	-1%	-6%
CN(C)S(=O)(=O)n1cc(/C=C(\NC(=O)c2ccccc2F)C(=O)NCCCN2CCOCC2)c2ccccc21	-5%	13	4	-15	-3%	3%	6%	3	-22%	-6%
O=C(O)CC/C(=N/NC(=O)CNC(=O)c1ccc2c(c1)OCCO2)c1ccccc1	4%	-1	-12	0	10%	1%	8%	-1	14%	2%
CCc1ccc(S(=O)(=O)N2CC(=O)Nc3ccccc32)cc1	-15%	0	-3	9	-3%	4%	1%	0	-2%	-1%
Cc1cc(NC(=O)C2C3C(=O)N(CC4CCCO4)C(C(=O)NCc4ccccc4)C34C=CC2(C)O4)no1 (configuration not stated)	5%[46.1 µM]	0	10	-23	.	-1%	3%	17	7%	-4%
CN1CCN(C(=O)CN(c2cccc(Br)c2)S(=O)(=O)c2ccccc2)CC1	0%	10	-10	-15	1%	1%	2%	5	1%	0%
CCOC(=O)C(C(=O)OCC)N(C#N)c1nc(OC)nc(N(C)C)n1	7%	-8	29	4	8%	-1%	-4%	0	0%	?
COc1ccc(N2C(=O)CC(S/C(N)=N/N=C(\C)c3cccs3)C2=O)cc1 (configuration not stated)	0%	1	13	-7	1%	4%	?	-1	5%	5%
O=[N+]([O-])c1cc([N+](=O)[O-])c2c(=Nc3ccccc3)n(-c3ccccc3)n(O)c2c1	-3%	2	-7	0	-19%	-1%	-27%	0	-6%	-13%
Cc1ccccc1OCC(=O)Nc1c2c(nn1C(C)(C)C)CS(=O)(=O)C2	2%	-4	21	-4	-6%	-2%	2%	.	7%	1%
COc1ccc(-c2onc3ccc(Cl)cc23)cc1	-2%	24	-7	3	3%	5%	10%	.	9%	3%
CCN(CC(=O)Nc1c(F)cccc1F)C(=O)CNC(=O)COc1ccccc1	-3%	-3	5	3	12%	-2%	-9%	-8	19%	3%
CCOC(=O)c1ccccc1NC(=O)c1ccc(N(C)S(C)(=O)=O)cc1	-2%	0	-9	-2	1%	4%	-27%	6	?	-3%
COc1ccccc1C1c2ccc3ccccc3c2Oc2ncn(CCN(C)C)c(=N)c21 (configuration not stated)	5%	9	-3	-11	-2%	-2%	-11%	20	?	-5%
CCOC(=O)C1CCCN(C(=S)NC(=O)c2cc(Br)ccc2Cl)C1 (configuration not stated)	2%	14	-36	-9	1%	0%	-19%	-6	-10%	8%
O=C(NCc1cccs1)C1CCCN1C(=O)Nc1ccc(F)cc1 (configuration not stated)	-5%	0	-2	23	8%	0%	?	8	-5%	-9%
COC(=O)c1nnn(-c2cc(Cl)cc(Cl)c2)c1C(=O)OC	5%	-2	3	-1	-1%	2%	-20%	5	7%	-1%
COc1ccc(/C=N/NC(=O)c2nnn(-c3nonc3N)c2-c2cccs2)cc1OC	1%	?	6	-4	10%	-4%	-6%	-6	-2%	0%
CCC(=O)Nc1c(C(=O)N2CCCCCC2)cnn1-c1ccc(C)c(C)c1	-2%	1	7	6	1%	-1%	-6%	-10	-1%	3%
O=C(NC1CC1)C1=C[C@@H](c2c[nH]c3ccccc23)C[C@@H](OCc2ccc(CO)cc2)O1	9%	-3	0	-1	-6%	-3%	-2%	-14	-7%	18%
O=C(NCCCO)c1cc2ccccc2[nH]1	-3%	2	-7	0	4%	2%	3%	7	-10%	-1%
Cc1c(CCO)c(=O)[nH]n1S(=O)(=O)c1ccc(F)cc1	-7%	2	-2	-2	4%	-1%	-5%	-18	17%	-1%
CCOc1ccc(C(=O)CSc2nnc(C3CC3)n2C)cc1	7%[46.1 µM]	1	-4	1	1%	-2%	-6%	.	-1%	0%
COc1cc(OC)cc(C(=O)N[C@H](C(=O)OCC(=O)Nc2ccc3c(c2)OCO3)C(C)C)c1	4%	.	-2	-6	5%	-2%	-16%	-2	?	.
O=C(NC1CCCCC1)c1cc(S(=O)(=O)N2CCCCC2)ccc1N1CCOCC1	.	16	-6	3	1%	3%	4%	7	9%	-1%
Nn1c(SCC(=O)N2CCCc3ccccc32)nncc1=O	-10%	2	1	-2	7%	2%	6%	-5	12%	-3%
c1ccc(Nc2ccccn2)cc1	.	1	2	-4	0%	2%	-16%	9	26%	-3%
Cc1n[nH]c(=O)c2c(NC(=O)CSc3nn(-c4ccccc4)c(=S)s3)oc(C)c12	6%	9	7	-7	2%	1%	23%	14	0%	-10%
CCOc1ccc(Nc2cc(Nc3ccccc3OCC)nc(C=C(C#N)C#N)n2)cc1	-7%	-1	-4	3	-7%	3%	2%	-16	2%	-3%
CN(C)CCn1c(N)nc2ccccc21	-3%	1	5	3	10%	0%	6%	12	0%	0%
Cc1ccccc1OCC(=O)Nc1cccc(S(=O)(=O)NC2=NCCC2)c1	0%	2	-12	-2	3%	3%	5%	-41	?	2%
COc1cccc(C(=O)N/N=c2\oc3c(OC)cccc3cc2C(=O)NCc2ccccc2)c1	-2%[46.1 µM]	4	2	13	0%	4%	5%	8	4.1µM*	-2%
CCC(=O)N/N=C(\C)CC(=O)Nc1ccc2ccccc2c1	-7%	4	31	-7	-3%	-4%	-2%	6	0%	-11%
COc1ccc(/C=N/n2cc(-c3ccccc3)nc2N)cc1	2%	18	-3	-3	-2%	1%	9%	-21	11%	1%
COc1cccc(/C=C/C(=O)OCC(=O)c2c(N)n(C)c(=O)n(C)c2=O)c1	-2%	-5	13	30	8%	0%	12%	8	7%	5%

Profiles as entered above:
Entry for `O=C(O)C1C2CCC(O2)C1C(=O)NCCC1=CCCCC1` (configuration not stated) : TCR act: -3%; TRPV1 agonist: 2; TSHR antagonist: 0; KCNH2 WT inh: 5; A-T KAP1 phos: 12%; USP2a block: 2%; Eya2 phos inh: 13%; KCNH2 3.1 block: 11; ELG1 repair inh: ?; Mito fusion yeast: 5%
Entry for `COc1cc(NC(=O)Cn2ncc3c2-c2ccccc2OC3)cc(OC)c1OC` : TCR act: -2%; TRPV1 agonist: .; TSHR antagonist: -3; KCNH2 WT inh: -4; A-T KAP1 phos: 6%; USP2a block: -2%; Eya2 phos inh: -9%; KCNH2 3.1 block: -10; ELG1 repair inh: -19%; Mito fusion yeast: 1%

High-throughput results: PubChem BioAssay, National Center for Advancing Translational Sciences (NCATS)
